Screening data: PubChem, National Center for Advancing Translational Sciences (NCATS)
TRHR PAM: allosteric enhancers of human TRH receptor; P34981; AID 493056; TRHR cells, fluo-8 calcium fluorescence, EC20 TRH enhancement; 360,000 tested, 0.66% active; enhancement, % at 2 µM; in the data active = enhancement above about 30%; also: 0% is about no effect
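Enhancer read-out: after compound pinning and an initial kinetic agonist-mode read, an EC20 of TRH (10 nM final) was injected and fluo-8 calcium signal (Ex 480/Em 530) followed at 1 s/cycle for 100 cycles in TRHR-expressing cells.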
D1 ag: human D1 receptor agonism | HEK293 T-REx D1 cells, calcium flux, agonist mode | AID 504660 | 360,000 tested, 1% active | P21728 | activation, % at 2 µM; in the data active = activation above about 30%; also: 0% is about no effect
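Agonism was scored from calcium flux recorded over 180 s (1 read/s) after pintool compound addition, following a 10-cycle baseline. Cells were inducible force-coupled HEK293 TREx D1, plated overnight at 30 C and loaded with no-wash calcium dye.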
D2 antag: antagonists of human D2 dopamine receptor; 340,000 tested, 2% active; inhibition, % at 10 µM; P14416; HEK293 TREx D2 cells, calcium flux, dopamine EC80; in the data active = inhibition above about 30%; also: 0% is about no effect
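Inhibition of EC80 dopamine-driven calcium flux, recorded kinetically, defines activity here; cells are a tetracycline-induced HEK293 T-REx line expressing force-coupled D2.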
RXFP1 antagonist: blocks the human relaxin receptor RXFP1. Q9HBX9. HEK293-RXFP1, relaxin-stimulated cAMP HTRF, 30 min; active compounds read low. activity change, negative = inhibition, % at 57.5 µM. 350,000 tested, 0.59% active;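 active = activity change of -60% or lower, but not beyond a set lower limit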; also: % is scaled to controls: 0 for no effect and ±100 for the full control effect
Target sequence (Q9HBX9 whole entry, looked up): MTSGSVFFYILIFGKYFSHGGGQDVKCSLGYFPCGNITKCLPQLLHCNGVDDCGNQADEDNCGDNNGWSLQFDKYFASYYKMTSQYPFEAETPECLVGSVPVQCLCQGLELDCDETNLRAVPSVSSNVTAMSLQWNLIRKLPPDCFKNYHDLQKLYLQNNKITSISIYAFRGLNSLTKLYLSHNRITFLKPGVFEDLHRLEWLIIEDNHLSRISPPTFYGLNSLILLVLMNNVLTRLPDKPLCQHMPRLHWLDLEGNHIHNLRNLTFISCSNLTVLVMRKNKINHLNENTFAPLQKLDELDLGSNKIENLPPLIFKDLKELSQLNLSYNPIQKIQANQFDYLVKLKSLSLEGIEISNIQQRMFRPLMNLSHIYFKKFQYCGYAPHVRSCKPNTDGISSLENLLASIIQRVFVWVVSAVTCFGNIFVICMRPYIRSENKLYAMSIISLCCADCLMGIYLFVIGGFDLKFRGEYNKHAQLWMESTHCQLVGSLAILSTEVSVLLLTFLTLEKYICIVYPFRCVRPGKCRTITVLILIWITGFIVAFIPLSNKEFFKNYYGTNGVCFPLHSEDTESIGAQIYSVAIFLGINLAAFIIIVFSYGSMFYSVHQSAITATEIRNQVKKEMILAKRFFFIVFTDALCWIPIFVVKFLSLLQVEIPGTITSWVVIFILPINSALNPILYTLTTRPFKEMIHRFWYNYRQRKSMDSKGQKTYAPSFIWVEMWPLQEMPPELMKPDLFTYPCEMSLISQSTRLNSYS
D2 potentiator: positive allosteric modulators of human D2 dopamine receptor; P14416; AID 485347; potentiation, % at 10 µM; HEK293 T-REx D2, calcium flux, EC20 dopamine potentiation; 340,000 tested, 0.34% active;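 active = potentiation over 3 SD above the plate norm, cut at about 30% in these data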; also: 0% is about no effect
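Tetracycline-induced HEK293 T-REx cells force-coupled to calcium signalling expressed D2; compounds were pin-added after a 10 s baseline, read kinetically 180 s, then an EC20 dopamine challenge followed with a further 180 s calcium read.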
D1 antag: blocks dopamine activation of the human D1 receptor; activity change, negative = inhibition, % at 10 µM; 360,000 tested, 3.2% active; AID 504652; HEK293 TREx D1 cells, calcium flux, dopamine EC80; active compounds read low; in the data active = activity change below about -30%; also: % is scaled to controls: 0 for no effect and ±100 for the full control effect
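Kinetic fluorescence of a calcium dye serves as the read-out. D1-expressing Hek293 Trex cells, induced overnight at 30 C, are exposed to compound for 180 s before an EC80 dopamine addition, then read 180 s further.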
D1 PAM: potentiators of human D1 dopamine receptor; AID 504651; HEK293 TREx D1 cells, calcium flux, dopamine EC20 potentiation; 360,000 tested, 0.036% active; potentiation, % at 10 µM; P21728; in the data active = potentiation above about 30%; also: 0% is about no effect
RXFP1 ag: agonists of human relaxin receptor RXFP1. Potency, µM (doses to about 57.5 µM), for inactives: at the highest dose activation, usual class: activators. AID 2676. 370,000 tested, 0.3% active. HEK293T-RXFP1 cAMP TR-FRET, 30 min; response scale: percent of porcine relaxin response, buffer zero. Q9HBX9; active = well fitted activation curve with a large enough effect; also: potency is read from the fitted curve at half-maximal effect; % is scaled to controls: 0 for no effect and ±100 for the full control effect; nearly all actives have a fitted effect of over 60% in size; many of its hits are not listed in these tables
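cAMP rise read by TR-FRET after 30 min, 37C compound exposure (up to 58 uM) in RXFP1-transfected HEK293 cells with Ro 20174 present. EC50 from Hill-equation fits, with 29 nM porcine relaxin as 100% and buffer as basal.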
D2 ag: D2 dopamine receptor (human) agonism; HEK293 T-REx D2 cells, calcium flux agonist mode; 340,000 tested, 0.53% active; AID 485358; P14416; activation, % at 2 µM;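 active = activation over 3 SD above normal in the single-dose calcium agonist read, cut at about 30% in these data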; also: 0% is about no effect
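Agonism is scored from calcium flux in a force-coupled, inducible HEK293 cell line expressing D2, read kinetically for 180 s after compound addition against dopamine controls.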
Numbers without * were called inactive; . = not tested or not shown; & = joins results of further samples. Not all compounds are listed (hit frequency here may not be typical).

Values run as follows: TRHR PAM, D1 ag, D2 antag, RXFP1 antagonist, D2 potentiator, D1 antag, D1 PAM, RXFP1 ag, D2 ag
COc1cccc(-c2cc(C(F)(F)F)nc(-n3cc(Cl)cn3)n2)c1
  15, 10, -13, -8, 18, -1, -1, -2.4%, -0.1
CCN(CC)C(=O)CSc1nc(O)c(Cc2ccccc2)c(=O)n1-c1ccccc1C
  1, 1, -9, -16, 2, 8, 2, -1.7%, 0.6
COc1ccc(OCC(=O)N(Cc2cccs2)c2ccc(OC)cc2)cc1
  2, 4, ., -19, 0, 3, -1, 2.1%, -1.3
CC(NC(=O)CC1SC(N)=NC1=O)c1ccccc1 (configuration not stated)
  3, 0, 1, 0, 14, 5, -3, 1.0%, -0.1
S=c1[nH]nc(C2CCCCC2)n1/N=C/c1ccc(Cl)cc1
  9, 3, 5, 0, -4, 21, 4, 2.2%, 0.2
Cc1cccc(-c2noc(CN(C(=O)/C=C/c3ccccc3Cl)C(C)C)n2)c1
  2, 21, 22, -4, 7, 6, -8, 0.4%, 1.7
CCn1c(=O)c2cc(C(=O)Nc3cc(C)on3)sc2c2ccccc21
  2, 1, 14, -2, 3, -1, 0, -0.2%, -0.2
COc1cc(OC)cc(C(=O)N2CCN(c3ncccn3)CC2)c1
  2, 4, 3, 3, -5, -1, -5, 0.7%, 1.1
CCCCCSc1ncccc1C(=O)O
  9, 1, -8, 3, -24, -2, 1, -0.2%, 0.5
COc1cc(=O)[nH]c(SCC(=O)Nc2ccc3ccccc3c2)n1
  6, 4, 5, -6, -16, 0, -1, 3.2%, 0.2

The list goes on, starting with the last four of the part before.
Values run as follows: TRHR PAM, D1 ag, D2 antag, RXFP1 antagonist, D2 potentiator, D1 antag, D1 PAM, RXFP1 ag, D2 ag
CCn1c(=O)c2cc(C(=O)Nc3cc(C)on3)sc2c2ccccc21
  2, 1, 14, -2, 3, -1, 0, -0.2%, -0.2
COc1cc(OC)cc(C(=O)N2CCN(c3ncccn3)CC2)c1
  2, 4, 3, 3, -5, -1, -5, 0.7%, 1.1
CCCCCSc1ncccc1C(=O)O
  9, 1, -8, 3, -24, -2, 1, -0.2%, 0.5
COc1cc(=O)[nH]c(SCC(=O)Nc2ccc3ccccc3c2)n1
  6, 4, 5, -6, -16, 0, -1, 3.2%, 0.2
COC(=O)c1ccc(NC(=O)CSCc2ccccc2)cc1
  -2, -1, 0, 0, 5, -1, -8, -0.4%, -2.8
O=C(COC(=O)c1ccc(F)cc1Cl)NC(=O)NC1CCCC1
  6, 11, -4, -16, 10, -2, -3, -1.1%, -0.4
OCC1(Cc2ccccc2)CCCN(Cc2cn[nH]c2-c2ccccc2)C1 (configuration not stated)
  0, 5, -4, 8, -6, 2, -3, 5.9%, 1.2
O=S(=O)(Cc1nnnn1-c1ccc(Br)cc1)c1ccc(F)cc1
  -2, 6, 20, -1, 0, -7, -9, 1.4%, 0.7
O=S(=O)(NCC(c1ccc2c(c1)OCO2)N1CCOCC1)c1ccc(F)cc1 (configuration not stated)
  16, 1, 1, 3, 17, -4, -1, 0.9%, -2.7
O=c1[nH]c2cc3c(cc2cc1CN(Cc1cccs1)Cc1nnnn1Cc1ccco1)OCCO3
  4, 4, -3, -3, -8, 5, -6, 3.6%, -0.9
CN(C)CCCN(C(=O)c1ccc(S(=O)(=O)N(C)Cc2ccccc2)cc1)c1nc2c(F)cccc2s1
  -3, 4, -3, -12, -4, 2, -9, -0.1%, 0.3
O=C(NC1CCCN(CCc2ccccc2)C1)c1c(F)cccc1F (configuration not stated)
  1, 0, 1, 5, 8, 32, -4, -0.1%, -2.5
O=C(Nc1cc(Cl)ccc1Cl)C1CCCO1 (configuration not stated)
  1, 2, -2, 2, 16, 18, 3, -0.6%, -0.4
Cn1cnc(S(=O)(=O)Nc2ccc(OC(F)F)cc2)c1
  0, 3, 5, -8, 6, -13, -5, 1.7%, 0.6
COc1ccc(/C=C2\N=C(C)OC2=O)cc1OC
  2, 2, -9, 5, 2, -2, -7, 5.8%, 0.6
COC(=O)Nc1ccc(S(=O)(=O)NCCO)cc1
  15, 3, 11, 4, 7, -8, -3, 2.7%, 0.3
O=C1CCC(CCC(=O)N2CCCC(C(=O)c3ccc4c5c(cccc35)CC4)C2)=NN1 (configuration not stated)
  -2, 1, 9, 1, -7, 1, 1, 0.0%, 0.1
Cc1ccccc1-c1nc(CS(=O)(=O)CC(=O)NCc2ccc3c(c2)OCO3)c(C)o1
  -3, -1, -3, 9, -12, 14, 2, 2.9%, -1.3
CC1CN(C(=O)c2cc([N+](=O)[O-])cc([N+](=O)[O-])c2)CC(C)O1 (configuration not stated)
  -1, 2, 4, 8, -5, 18, 0, 1.1%, 0.8
NC(=O)N1CCCC1C(=O)Nc1ccc(Cl)c(Cl)c1 (configuration not stated)
  2, 3, 10, 5, 2, -7, -2, 1.3%, 0.4
Cc1cc(C(=O)OCC(=O)NCc2ccc(F)cc2)c2ccccc2n1
  2, 4, -13, -4, 1, 5, -1, 0.9%, 0.8
Cc1cc(OCc2cc(C(=O)NCC3(C)COC3)no2)cc(C)c1Cl
  3, 22, -8, 8, 6, -41*, -2, -2.4%, -0.5
CCOC(=O)C1=C(C)N=C2SCCC(=O)N2C1c1ccc(OCc2ccccc2)c(OC)c1 (configuration not stated)
  0, 22, ., -4, -6, -12, -5, 1.8%, .
Cc1ccccc1OCC(=O)N(Cc1cccs1)C1CCS(=O)(=O)C1 (configuration not stated)
  24, 2, -4, 6, 17, -6, -5, -0.1%, -1.1
CC1CCCCN1Cc1ccc(-c2nnn(CC(=O)NC3CCCCC3)n2)cc1 (configuration not stated)
  3, 2, -14, -1, -19, -6, 2, 1.1%, 50*
COC(=O)Cn1ncn2c(cc3oc(C)cc32)c1=O
  12, 2, 16, -16, -5, 14, 0, -0.2%, 0.7
Cc1cc(=O)n2c(-c3ccc(Cl)cc3)csc2n1
  0, 0, -11, -13, 11, -22, -6, 1.8%, 0.1
CCOc1cc(C=O)ccc1OCC(=O)N1CCCC1
  3, 4, 0, -3, -3, 14, 1, -1.4%, 0.9
O=C(c1cc(COc2c(F)cccc2F)on1)N(Cc1ccccc1)CC1CC1
  -4, 9, -26, -10, -14, -3, -8, 0.3%, 0.0
COc1coc(C(O)C[N+](=O)[O-])cc1=O (configuration not stated)
  4, 1, ., -14, ., -1, 0, 3.7%, .
COc1ccc(C2C(C#N)=C(N)N(Nc3ccccc3)C3=C2C(=O)CC(C)(C)C3)cc1C (configuration not stated)
  -2, 0, -3, -5, 6, 11, 4, 2.4%, -0.3
COCCOC(=O)c1[nH]c2c(c1C)C(=O)CC(c1cccs1)C2 (configuration not stated)
  -11, 4, -19, 0, 13, 24, -6, 0.5%, 0.0
CC(C)OC(=O)CSc1nnc(CNc2cccc(Cl)c2)n1C
  2, -1, -27, 2, 1, -11, -5, 1.8%, 0.1
COC(=O)c1ccc(NC(=S)NNC(=O)c2ccccc2)cc1
  7, 0, -7, -7, 3, 0, 0, -2.6%, 0.8
COc1ccc(-c2cnc(C)o2)cc1S(=O)(=O)Nc1cccc(C(F)(F)F)c1
  9, 0, ., ., 2, 11, -1, 2.2%, 1.9
O=C(COC(=O)c1cccc(S(=O)(=O)N2CCCC2)c1)Nc1ccccc1Cl
  6, 3, ., -1, 1, 0, -2, 0.5%, .
COC(=O)c1ccc(COc2ccccc2/C=N/O)o1
  1, 1, -3, 7, 2, 0, -4, -2.7%, -1.5
C/C(Cn1nnc([N+](=O)[O-])n1)=N\NC(=O)c1ccncc1
  -1, 2, -11, -1, 8, -18, -10, -1.0%, 0.4
COc1cc(OC)cc(C(=O)NC2CCCN(Cc3ccc(Cl)cc3)C2)c1 (configuration not stated)
  2, 1, 11, -6, -12, -4, -1, -0.1%, -1.0
Cc1ccc(CCNC(=O)C2CCCN(S(=O)(=O)N3CC(C)CC(C)C3)C2)cc1 (configuration not stated)
  -9, 3, -2, 0, 14, 15, -2, -2.4%, 1.0
CCCC(=O)Nc1c(-c2ccccc2OC)c(=O)c2ccccc2n1C
  -1, 1, ., 4, ., 11, 3, 1.4%, .
COCCNC(=O)C1CCN(Cc2cc3ccccc3n2Cc2ccc(C)cc2)CC1
  -1, 6, ., -14, 6, -17, -3, 1.0%, 0.5
CCc1ccc(NC(=O)Cn2c(=O)n(CCCC(=O)NCc3ccco3)c(=O)c3ccccc32)cc1
  1, 2, -3, -9, 3, 9, -7, 3.5%, 0.1
Cc1ccc(NC2c3ncccc3C(=O)N2Cc2ccco2)c(C)c1 (configuration not stated)
  9, 3, -17, -4, 4, -4, -10, 0.8%, 0.0

2 entries picked at random from those above:
Values run as follows: TRHR PAM, D1 ag, D2 antag, RXFP1 antagonist, D2 potentiator, D1 antag, D1 PAM, RXFP1 ag, D2 ag
COC(=O)c1ccc(COc2ccccc2/C=N/O)o1
  1, 1, -3, 7, 2, 0, -4, -2.7%, -1.5
Cc1ccc(NC2c3ncccc3C(=O)N2Cc2ccco2)c(C)c1 (configuration not stated)
  9, 3, -17, -4, 4, -4, -10, 0.8%, 0.0

Other compounds
Values run as follows: TRHR PAM, D1 ag, D2 antag, RXFP1 antagonist, D2 potentiator, D1 antag, D1 PAM, RXFP1 ag, D2 ag
CCC(Sc1nncn2c1cc1sccc12)C(=O)Nc1cccc(OC)c1 (configuration not stated)
  6, 0, ., -11, 1, -3, -2, 0.2%, -0.9
O=C1CN(C(=O)COC(=O)CCSc2ccccc2Cl)c2ccccc2N1
  33*, 9, 8, 7, -4, 12, -1, 0.9%, 0.8
C=CCn1c(SCC(=O)NCC(c2ccccc2)N(C)C)nnc1C1CCCCC1 (configuration not stated)
  -4, 2, 17, 3, 14, 6, -3, -0.3%, 0.0
CCS(=O)(=O)NCCc1sc2nc(-c3ccc(OC)cc3)nn2c1C
  -4, 5, ., -3, -5, ., -1, 1.2%, 0.9
COc1cc(NC(=O)NCC2CCN(Cc3ccc(C)cc3)CC2)cc(OC)c1OC
  1&-1, 1&2, 33*, -5&-14, -7&-17, 4&-8, -2&-2, 0.1%&6.4%, 1.0&-0.7
COc1ccc(CCNC(=O)CCS(=O)(=O)c2ccc3c(c2)CCN3C(C)=O)cc1OC
  -1, 0, -4, 5, -7, -3, 1, 0.8%, 6.1
CN(C)CCCN(C(=O)CCS(=O)(=O)c1ccccc1)c1nc2cc3c(cc2s1)OCO3
  -3, 2, 7, -8, -14, 6, -4, -0.1%, 1.9
CCOc1ccccc1NC(=O)COC(=O)C12CC3CC(CC(O)(C3)C1)C2
  2, 4, ., -11, ., -3, -3, 1.1%, .
CN1C2=NCCN2C(=O)c2ccccc21
  16, -1, 2, 6, 3, -2, -2, 6.7%, 0.5
O=C(NC(=S)Nc1ccc(Cl)c(C(=O)O)c1)c1ccc(OCc2ccccc2)cc1
  -1, 1, ., -7, ., 2, 0, -2.9%, .
Clc1ccc(N=c2ssnc2Cl)nc1
  -2, 1, -5, -18, -8, -2, -3, 1.4%, 1.0
Cc1ccc(S(=O)(=O)N(C)Cc2nc(-c3ccccn3)no2)cc1
  20, 3, 23, -10, 0, -7, -3, 1.9%, 0.2
O=C(CSc1cn(CC(=O)N2CCOCC2)c2ccccc12)Nc1ccccc1
  -6, 0, ., 0, 4, 12, -3, -0.5%, -0.5
